# AmpC inh detg – qHTS Inhibitors of AmpC Beta-Lactamase (assay with detergent). 370,000 tested, 0.041% active. AmpC hydrolysis of nitrocefin, absorbance 480 nm, 0.01% Triton. P00811. Potency, µM (titrated, usually from 114 µM), inactives show at the highest dose activity change, negative = inhibition, most hits filed as inhibitors. AID 485294, 2010;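 note: potency is the fitted concentration of half-maximal effect; 0% = no-compound wells and -100% = no-enzyme wells; nearly all actives have a fitted effect of over 25% in size; some results filed as inactive show a strong effect at the top dose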
# Target sequence (P00811 whole entry, looked up): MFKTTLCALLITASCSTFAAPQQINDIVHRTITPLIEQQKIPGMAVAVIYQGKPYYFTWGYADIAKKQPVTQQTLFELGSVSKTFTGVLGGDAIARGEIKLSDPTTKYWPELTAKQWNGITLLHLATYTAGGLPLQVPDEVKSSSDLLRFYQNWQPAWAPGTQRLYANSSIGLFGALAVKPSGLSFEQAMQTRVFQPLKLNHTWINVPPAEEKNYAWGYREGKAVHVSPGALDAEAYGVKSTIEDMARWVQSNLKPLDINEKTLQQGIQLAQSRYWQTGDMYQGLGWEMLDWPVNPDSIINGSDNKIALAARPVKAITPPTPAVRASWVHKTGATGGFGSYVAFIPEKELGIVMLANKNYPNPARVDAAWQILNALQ
#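 AmpC (5.3 nM in the dispensed reagent) in 20 mM phosphate pH 7.0 with 0.01% (detergent screen) or 0.0001% Triton X-100 was preincubated with compounds for 15 min at room temperature. Nitrocefin was then added from an 800 uM solution, and hydrolysis was followed at 480 nm.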
# AmpC no deterg – qHTS Inhibitors of AmpC Beta-Lactamase (assay without detergent) | AmpC nitrocefin hydrolysis, absorbance 480 nm, 0.0001% Triton | Potency, µM (highest dose often 57.1 µM), for inactives: at the highest dose activity change, negative = inhibition, usual class: inhibitors | 330,000 tested, 0.52% active | P00811;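 note: potency is the fitted concentration of half-maximal effect; plate controls were no compound for no effect and no enzyme for full effect; nearly all actives have a fitted effect of over 20% in size; some results filed as inactive show a strong effect at the top dose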
#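 AmpC (5.3 nM in the dispensed reagent) in 20 mM phosphate pH 7.0 with 0.01% (detergent screen) or 0.0001% Triton X-100 was preincubated with compounds for 15 min at room temperature. Nitrocefin was then added from an 800 uM solution, and hydrolysis was followed at 480 nm.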
# CHX counter – Cycloheximide Counterscreen for Small Molecule Inhibitors of Shiga Toxin. AID 2314, 2010. max response, %. cell reporter, cycloheximide protein synthesis inhibition counterscreen. 300,000 tested, 12% active; in the data active = max response mostly above about 13%, no sharp cut-off; inactive = mostly below about 14%; note: read at 38.3 µM for the half of the compounds with a filed dose; 0% is about no effect
# FBPA Giardia inh – qHTS Assay for Inhibitors of Fructose-1,6-bisphosphate Aldolase from Giardia Lamblia. purified Giardia FBPA. Potency, µM (top dose mostly 59.6 µM), for inactives: top-dose activity, negative = inhibition, hits mostly inhibitors. 290,000 tested, 0.71% active; note: potency is the fitted concentration of half-maximal effect; % is set by controls: 0 for no effect and ±100 for the full control effect; nearly all actives have a fitted effect of over 55% in size
# Target sequence (A8B2U2 whole entry, looked up): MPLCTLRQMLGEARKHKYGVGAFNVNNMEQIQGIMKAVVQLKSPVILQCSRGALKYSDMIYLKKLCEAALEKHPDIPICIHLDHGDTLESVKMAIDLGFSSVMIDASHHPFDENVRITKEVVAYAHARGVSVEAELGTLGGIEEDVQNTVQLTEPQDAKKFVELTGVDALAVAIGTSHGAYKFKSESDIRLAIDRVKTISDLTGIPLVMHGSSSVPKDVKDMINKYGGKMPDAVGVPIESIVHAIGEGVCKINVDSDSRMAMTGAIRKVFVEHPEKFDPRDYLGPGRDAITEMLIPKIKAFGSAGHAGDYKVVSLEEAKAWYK
#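 Giardia FBPA (40 nM reagent) was preincubated 10 min at RT with compound (up to 57.5 uM final), then substrate plus GAPDH/TPI/NAD/arsenate coupling system with diaphorase/resazurin was added; resorufin fluorescence (525/598 nm) was read after 20 min.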
# AMA1-RON2 inh – qHTS for Inhibitors of AMA1-RON; Towards Development of Antimalarial Drug Lead: Primary Screen; 360,000 tested, 0.2% active; AlphaScreen AMA1-biotinylated RON2 peptide binding; Potency, µM (top dose mostly 58.2 µM), without a hit: at the highest dose activity change, negative = inhibition, actives largely listed as inhibitors; Plasmodium falciparum AMA1 (3D7) - RON2 peptide interaction;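 note: potency is the fitted concentration of half-maximal effect; 0% = vehicle wells and -100% = peptide control; nearly all actives have a fitted effect of over 45% in size; some results filed as inactive show a strong effect at the top dose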
#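 AMA1 (3D7) with his tag at 25 nM final met compounds first, then biotinylated RON2 peptide at 25 nM; detection used donor plus acceptor beads, 10 µg/mL apiece, read by AlphaScreen after 30 min at room temperature.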
# HCMV antiviral – qHTS Assay for inhibitors of the human cytomegalovirus (HCMV). HFF cells, HCMV-luciferase reporter, 72 h; active compounds read low. activity change, negative = inhibition, % at 57.5 µM. 410,000 tested, 4.5% active. AID 1259415, 2018; in the data active = activity change below about -60%; inconclusive = no clear call, values can overlap the other calls; inactive = above about -39%; note: % is set by controls: 0 for no effect and ±100 for the full control effect
#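 Steps: HFFs plated, 16 h 37C; compounds added; HCMV-luciferase added to MOI 1 PFU/cell; 72 h 37C; OneGlo reagent, 5 min room temperature; luminescence read, normalized to controls.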
# Shiga inhibitor – A qHTS for Small Molecule Inhibitors of Shiga Toxin; inhibition, % at 38.7 µM; Vero cells, Shiga toxin protein synthesis inhibition reporter; 290,000 tested, 9.2% active; in the data active = inhibition mostly above about 28%, no sharp cut-off; inactive = mostly below about 43%; note: 0% is about no effect
# Numbers without * were called inactive; ? = inconclusive; nt = no result given; & = joins results of further samples; [ ] = dose if it differs, or a comment. Unless noted, calls come from the whole dose curve; as a rule, active = well fitted curve in the direction sought with a large enough effect; inconclusive = small, poorly fitted or top-dose-only effect, or another doubt; inactive = no such curve, though single readings can be large; an effect the other way counts as inactive or inconclusive.
nr	Molecule	AmpC inh detg	AmpC no deterg	CHX counter	FBPA Giardia inh	AMA1-RON2 inh	HCMV antiviral	Shiga inhibitor
1	COc1ccc(C(=O)COC(=O)CCN=C2NS(=O)(=O)c3ccccc32)c(OC)c1	-8.6%	-1.0%	nt	nt	0.9%	-27.3	nt
2	CCOC(=O)Cc1csc(NC(=O)c2cccc(OC)c2)n1	1.1%	-27.3%	11.9*	-4.2%	9.8%	-30.2	20.1
3	Cc1cc(SCC(=O)NCC(c2cccs2)N2CCOCC2)c(C)cc1Br (stereo unspecified)	-8.1%	181.4%[activator]	nt	nt	53.0%[activator]	-31.1	nt
4	CCN(C(=O)COC(=O)c1cc(S(=O)(=O)N2CCc3ccccc32)ccc1OC)C1CCS(=O)(=O)C1 (stereo unspecified)	0.9%	174.6%[activator]	-8.0	-3.6%	27.8%	-18.0	-10.3
5	CCCC1C(c2ccc(OC)cc2)C(C#N)(C#N)C2(C#N)CC1(N)NC2=O (stereo unspecified)	-10.2%	-20.3%	-0.7	1.1%	-1.4%	9.9	0.8
6	CC(/C=C/c1ccccc1)=N\NC(=S)NC(C)C	1.9%	-5.4%	82.1*	-0.1%	44.2%[activator]	-29.1	98.8*
7	Cc1ccc(C(C(=O)NC2CCCC2)N2CCCCC2)cc1 (stereo unspecified)	-10.7%	-44.1%	-3.4	-0.1%	2.4%	1.4	-12.1
8	CCOc1ccc(CN2CCN(C(=O)c3ccccc3)CC2)cc1	-5.9%	3.5%	0.3	-21.6%	?	-20.5	-12.7
9	CCn1c(CCC(N)=O)nnc1SCC(=O)c1cc(C)n(C2CC2)c1C	0.4%	-12.3%	nt	nt	-4.7%	23.2	nt
10	CC(=O)c1cccc(NS(=O)(=O)c2cc3c(cc2C)N(C(C)=O)CCO3)c1	26.1%	-4.3%	18.2	14.8%	7.0%	0.0&-12.0	-3.6
11	COc1ccc(C(=O)Nc2ccc(Cl)c(S(=O)(=O)N3CCOCC3)c2)cc1	nt	-7.5%	nt	nt	-0.4%	-76.0*	nt
12	CCOC(=O)c1sc2nc(-c3ccccc3)ccc2c1N	?	-13.0%	91.5*	7.5%	0.0%	21.8	66.9*
13	O=S(=O)(c1ccc(Sc2nnc3ccccn23)nc1)N1CCOCC1	5.8%	-16.5%	-2.7	18.0%	9.6%	-3.3	35.8
14	CC(=O)C[C@@H](O)CC(=O)[C@@H]1OC(=O)[C@H](C)CCCCc2ccccc21	nt	0.4%	nt	nt	-2.2%	9.7	nt
15	Cc1cc(=O)[nH]c(SCC(=O)Nc2ccccc2[N+](=O)[O-])n1	4.7%	-5.4%	9.7	-6.2%	9.0%	-32.9	-15.9

# Just CHX counter, Shiga inhibitor and HCMV antiviral, for some of the entries so far:
cpd	molecule	CHX counter	Shiga inhibitor	HCMV antiviral
8	CCOc1ccc(CN2CCN(C(=O)c3ccccc3)CC2)cc1	0.3	-12.7	-20.5
9	CCn1c(CCC(N)=O)nnc1SCC(=O)c1cc(C)n(C2CC2)c1C	nt	nt	23.2

# (listing goes on)
nr	Molecule	AmpC inh detg	AmpC no deterg	CHX counter	FBPA Giardia inh	AMA1-RON2 inh	HCMV antiviral	Shiga inhibitor
16	O=C(NCc1ccco1)c1ccc(F)c(S(=O)(=O)N2CCCCC2)c1	-3.5%	-55.2%	-0.7	-3.3%	0.0%	-24.4	-9.3
17	O=C(O)c1cc(N2N=C(C(F)(F)F)/C(=C/C=C/c3ccco3)C2=O)ccc1Cl	4.3%	-2.6%	-1.7	?	?	-90.4*	24.2
18	CCOc1ccc(C(=O)NCC(C)CN(C)C)cc1OCC (stereo unspecified)	-13.1%	-10.5%	0.5	4.8%	-1.6%	41.2	-4.0
19	Cc1cc(C)cc(CC2CC(=O)N(c3cc(C)ccc3C)C2=O)c1 (stereo unspecified)	-0.7%	30.1%	-1.8	-0.8%	5.5%	-25.7	-12.0
20	CCOC(=O)[C@@H]1[C@H]2COc3ccccc3[C@H]2N2C(=O)N(c3ccc(C(F)(F)F)cc3)C(=O)[C@]12C	-12.9%	-18.4%	-2.7	-7.7%	-7.3%	-15.5	-3.9
21	COC(=O)CN1C(C)=Nc2ccc(C)cc2C1c1ccccc1 (stereo unspecified)	7.2%	-4.9%	-2.0	-0.3%	-14.1%	-29.4	-8.7
22	O=C(N/N=C/c1cccnc1)c1cccc(N2CCCC2=O)c1	2.4%	-19.6%	27.0*	3.4%	-4.4%	28.2	35.3
23	Cc1cccc(C(=O)NC(C)C(c2cccs2)N2CCOCC2)c1 (stereo unspecified)	-6.6%	6.9%	-1.5	6.4%	-9.1%	0.0	-2.7
24	O=C(Nc1nnc(C2=COCCO2)o1)c1ccc(S(=O)(=O)N2CCCCC2)cc1	6.8%	-34.6%	-0.6	15.8µM*	46.4%[activator]	-10.0	-6.0
25	O=[N+]([O-])c1ccc(N2CCCCCC2)c2ncccc12	4.9%	-25.3%	11.2	-21.9%	?	-34.9	-8.3
26	O=C(NC1=NCCS1)NC12CC3CC(CC(C3)C1)C2	-20.2%	-5.2%	-2.9	6.3%	-2.4%	11.5	0.9
27	Cc1ccc2c(c1)C1C[N+](C)(CC(=O)Nc3ccccc3Cl)CCC1N2C(=O)c1ccccc1Cl (stereo unspecified)	nt	64.5%[activator]	nt	nt	-2.4%	-29.9	nt
28	O=C(NC(=S)Nc1ccc2ncccc2c1)c1ccccc1	-0.5%	-16.7%	51.8*	?	25.9%	-8.4	74.7*
29	Cc1cnc(C(=O)Nc2cccc3cccnc23)cn1	?	-16.4%	-2.9	3.5%	113.2%[activator]	-89.1*	-17.1
30	CCn1c(C)cc(/C=C2/SC(=S)N(CC(=O)O)C2=O)c1C	-7.9%	-6.4%	-4.6	27.7%	-0.8%	?	-12.6
31	CCOc1ccccc1OCCOc1ccc(F)cc1	-3.1%	-2.5%	12.4	-3.7%	30.7%[activator]	-8.4	-9.0
32	COc1ccc(N2CCN(C(=O)CSc3nc(C)cs3)CC2)cc1	-0.8%	-1.6%	nt	nt	-24.3%	-4.6	nt
33	O=C(/C=C/c1cccs1)NCc1ccccc1	0.3%	-20.8%	34.8*	2.6%	2.2%	-39.3	40.7
34	Cc1cc(C)n(CCNC(=O)c2ccco2)n1	3.6%	-6.5%	-1.2	-5.0%	3.2%	-35.0	56.6
35	CCc1ccccc1NC(=O)CN1C(=O)C2CCCN2c2ncc(Cl)cc21 (stereo unspecified)	?	-2.7%	0.3	-6.2%	6.4%	-25.3	7.4
36	CC(C)c1c(C(=O)N/N=C/c2ccccc2OCc2c(F)cccc2Cl)nnn1-c1nonc1N	-10.4%	-48.1%	0.3	-2.3%	3.8%	-34.7	-5.5
37	O=C(NCCO)c1nc(C(=O)c2ccccc2)c2ccccc2n1	1.0%	-14.7%	nt	nt	2.8%	-14.6	nt
38	Cc1ccc(S(=O)(=O)N2CCN(c3cc4c(cc3[N+](=O)[O-])n(C)c(=O)n4C)CC2)cc1	-13.3%	20.7%	-1.4	-5.1%	-0.4%	-17.6	-3.1
39	O=C(COC(=O)[C@@H]1CCCN1C(=O)c1cccs1)Nc1ccc(Br)cc1	nt	31.6%	nt	nt	11.0%	-12.5	nt
40	O=S(=O)(c1ccc(F)cc1F)N1CCCN(c2ccc(C(F)(F)F)cn2)CC1	-2.3%	5.3%	0.7	-7.7%	-7.3%	9.7	8.0
41	Cc1cc(N2CCCCC2)nc2ccccc12	-0.2%	-3.4%	11.3*	1.0%	-2.4%	?	19.0
42	COc1cc2c(C(=O)N3CCN(c4cccc(Cl)c4)CC3)cn(CC(C)C)c(=O)c2cc1OC	-7.5%	160.2%[activator]	-6.1	-2.8%	21.1%	30.8	-13.6
43	O=c1[nH]c(CSc2ncnc3sccc23)nc2ccccc12	-4.1%	-21.6%	4.2	-8.4%	5.8%	-22.2	1.4
44	COc1ccc(-c2cc(C(=O)NC3CCCC3)no2)cc1OC	-0.5%	-14.8%	24.5*	-3.5%	-2.7%	64.5	26.1*
45	O=C(O)c1c(-c2ccccc2)c2oc3ccccc3c2[nH]c1=O	-13.2%	-28.3%	-2.5	-6.8%	-8.8%	-21.2	-1.8
46	CCCCCOc1ccc(NC(=O)C(=O)NCCCn2ccnc2)cc1	-5.8%	-2.1%	-1.8	8.0%	-4.8%	-19.7	-24.1
47	CC(NC(=O)Cn1cc2c(n1)CCCCC2)c1ccccc1 (stereo unspecified)	?	?	-2.2	0.6%	-2.4%	-6.9	-1.4
48	Cc1ccc(/C=C/C(=O)Nc2cc(C)on2)cc1	-4.5%	-3.7%	58.4*	-1.0%	?	76.3	62.2*
49	CCOc1ccccc1C(=O)NCCCCCC(=O)O	2.3%	-8.8%	-3.4	10.1%	-7.7%	37.5	-9.9
50	O=C(N/N=C/c1cc(Br)ccc1O)C(c1ccncc1)N1CCOCC1 (stereo unspecified)	4.2%	1.2%	1.0	-25.1%	39.2%[activator]	-8.8	11.9
51	O=C(NNC(=S)Nc1ccc(OC(F)F)cc1)c1cc2c(s1)CCCC2	-3.7%	-46.7%	13.7*	15.9%	23.5%	35.3	10.1
52	CCCC1=C(C(=O)OCC)C(c2ccncc2)n2ncnc2N1 (stereo unspecified)	-5.4%	-5.3%	-1.1	0.0%	9.3%	68.0	-13.2
53	O=C(Nc1cccc(Cl)c1)Nc1ccccc1-n1ccnc1	0.7%	-6.3%	1.2	4.5%	8.5%	31.0	-2.8
54	C(#Cc1ccccc1)C[N+]1(CC#Cc2cccc3ccccc23)CCCC1	0.4%	109.6%[activator]	-1.8	-23.6%	-1.0%	-100.4*	6.8
55	CCC1(c2ccccc2)NC(=O)N(CC(=O)Nc2cc(S(=O)(=O)N3CCCCC3)ccc2N(C)C)C1=O (stereo unspecified)	?	-15.4%	nt	nt	3.9%	-32.6	nt
56	O=C(CSc1nc2[nH]ncc2c(=O)n1-c1ccccc1)N1CCCc2ccccc21	-1.5%	-6.2%	-0.8	6.0%	-7.9%	nt	-3.3
57	Cc1c(CN2CCCCC2)c(O)n(CCO)c(=O)c1C#N	-6.5%	-22.9%	2.1	?	6.9%	-28.6	-20.7
58	O=C(Cn1cnc2cc([N+](=O)[O-])ccc2c1=O)NC1CCS(=O)(=O)C1 (stereo unspecified)	3.5%	-17.8%	-3.0	-23.2%	-12.8%	23.7	-4.7
59	Cn1ccc(C(=O)OCC(=O)Nc2cccc(Cl)c2)n1	2.3%	-6.1%	-4.0	-9.1%	1.4%	3.0	-6.6
60	CC(=O)NC(CCS(C)(=O)=O)C(=O)Nc1cccc(C)c1C (stereo unspecified)	2.7%	-12.2%	4.8	0.5%	1.5%	7.5	11.8
61	CCC(=O)Nc1nc2cc(OC)ccc2s1	?	7.9%	55.4*	7.6%	-4.2%	95.2	183.5*

# Compounds were not picked by outcome. Share with any hit: about 16%.
